# High-throughput results as filed in PubChem BioAssay.
# Phagocyt inh: inhibitors of macrophage phagocytosis | J774A.1 macrophage IgG-bead phagocytosis, imaging | inhibition, % at 5 µM | hit rate 0.07% among 110,000 | AID 1029;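 active = inhibition above the mean of the plate negative controls plus 5 SD, cut at about 13% in these data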;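 note: phagocytic index as fraction of beads internalized from green versus red external bead signal; plate controls were DMSO negative control for no effect and cytochalasin-D positive control for full effect; some results beyond the cut were filed as inactive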
# E-sel TNF inh: blocks E-selectin expression induced by TNF alpha; HUVEC TNFa-induced E-selectin immunofluorescence, high content; hit rate 0.71% among 120,000; inhibition, % at 2 µM;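 active = inhibition above the batch mean plus 3 SD, and confirmed as a hit on visual image review, cut at about 43% in these data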;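 note: 0% = TNF-stimulated DMSO wells and 100% = unstimulated control wells; not every result past the cut was called active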
# The depositor's hits bear a star; nt = not tested or not shown. These rows are one share of the data; the hit share may differ from the screen's.
SMILES | Phagocyt inh | E-sel TNF inh
COc1ccc(C)cc1NC(=O)c1cnc2sccn2c1=O | 1 | nt
[O-][N+]1=C2CCC/C(=N\O)C2=NC12CCCCC2 | 1 | nt
COc1cc(OC)c(-c2nn3c(-c4ccncc4)nnc3s2)cc1OC | -1 | nt
CCNC(=O)CSc1nc2cc(OC)c(OC)cc2c(=O)n1CCC1=CCCCC1 | -1 | nt
CCn1c(=N)c(C(=O)NCc2cccnc2)cc2c(=O)n3cccc(C)c3nc21 | -2 | nt
CCCCCn1c2nc3ccccc3nc2c2c(=O)n(CC3CCCO3)c(C)nc21 (configuration not stated) | 0 | nt
Cc1ccccc1-c1nnc2s/c(=C\c3ccc(N(C)C)cc3)c(=O)n12 | -1 | nt
Cc1nccn1-c1c2c(c(C#N)c3nc4ccccc4n13)CCC2 | 0 | nt
COc1ccc(-n2c(=O)c(NC(=O)c3ccccc3)c3n(c2=S)CCCCC3)cc1 | nt | 21
O=C(Nc1ccc(Cc2ccncc2)cc1)c1cc(F)c(F)cc1Cl | nt | 6
Cn1c(CC(=O)Nc2ccc(Cl)c(Cl)c2)nnc1SCC(=O)NCc1ccccc1 | nt | 39
COc1ccccc1Nc1ccc(C(=O)NCc2cccs2)cn1 | nt | -1
Cc1ccc2oc(Nc3nc(-c4ccccc4)cc(=O)[nH]3)nc2c1 | nt | 100*
Clc1ccc(CONc2ncnc3nonc23)c(Cl)c1 | nt | -24
CC(=O)N1CCC(=NNc2nc3ccccc3s2)CC1 | nt | -9
COc1cccc(C(C(=O)NC(C)(C)C)N(Cc2ccco2)C(=O)CCC(=O)Nc2cc(C)on2)c1OC (configuration not stated) | nt | -15
COc1ccc(C(=O)N2CCC(C(=O)Nc3ccc(C)cc3)CC2)cc1 | nt | 3
CCOc1ccc(C(=O)O)cn1 | nt | 0
COc1ccc([N+](=O)[O-])cc1NC(=O)CN(C)S(=O)(=O)c1ccccc1 | nt | 14
CC(C)=CCN1CCN(Cc2ccc(Oc3ncccn3)cc2)CC1CCO (configuration not stated) | nt | -28
COc1ccc(/C=C/C(=O)OCC(=O)NC2CCCC(C)C2C)cc1S(=O)(=O)N1CCOCC1 (configuration not stated) | nt | 11
O=C(O)c1cccc([N+](=O)[O-])c1C(=O)Nc1nc2ccccc2s1 | nt | -22
CCCCNC(=O)C1c2ccccc2Oc2ccccc21 | nt | 0
Cc1ccc(NCc2nnc(SCC(=O)O)n2-c2ccc(C)cc2)cc1 | nt | -24
Cc1ccc2nc(Cn3cc(C(F)(F)F)ccc3=O)cc(=O)n2c1 | nt | -37
COc1ccc(S(=O)(=O)Nc2nccs2)cc1OC | nt | 18
O=C(/C=C/NNC(=O)c1ccc(Cl)cc1)c1ccccc1 | nt | -12
O=C(Nc1cccc(S(=O)(=O)C(F)F)c1)c1ccc(S(=O)(=O)N2CCCC2)cc1 | nt | 51
CN(C#N)c1nccc(-c2cccs2)n1 | nt | 23
CC(C)(C)C(=O)/C=c1\s/c(=C\c2ccc(-c3ccc([N+](=O)[O-])cc3)o2)c(=O)n1CC(=O)NC(N)=O | nt | -24
O=C(CO/N=C/c1ccc(OC(F)F)cc1)NC1CCCCC1 | nt | 12
Cc1nc(-c2ccccc2)cn(O)c1=O | nt | 13
COC(CNC(=O)CC1C(=O)N(Cc2ccccc2)C(C)c2nc3ccccc3n21)OC (configuration not stated) | nt | -8
CC(NC(=S)NCCCN1CCOCC1)C12CC3CC(CC(C3)C1)C2 (configuration not stated) | nt | -14
CN1CCc2c(n(CC(O)CNCc3ccccc3)c3ccccc23)C1=O (configuration not stated) | nt | -34
NC(=O)NC(=O)CSc1nnc(-c2ccc(Cl)cc2)n1CC1CCCO1 (configuration not stated) | nt | -14
O=C(Nc1ccccc1N1CCOCC1)c1cc(F)cc(F)c1 | nt | -1
Cc1cc([N+](=O)[O-])nn1CCCC(=O)NCc1ccc(F)cc1 | nt | -43
O=C(Nc1ccccc1Br)c1c(F)cccc1Cl | nt | -28
O=C(CCCN1C(=O)/C(=C\c2cccs2)SC1=S)Nc1ccc(C(=O)O)cc1 | nt | -11
Cc1ccn2c(C(=O)CSc3ccccc3)c(C)nc2c1 | nt | -5
O=[N+]([O-])c1ccccc1/C=C/C=N/Nc1ccc(S(=O)(=O)Nc2ccc(Cl)cc2)cc1[N+](=O)[O-] | nt | -47
CC(=O)Oc1ccccc1N(C(C)=O)S(=O)(=O)c1ccc2ccccc2c1 | nt | 5
O=C(Cc1ccc(F)cc1)NC1CCSC1=O (configuration not stated) | nt | -15
Cc1nn(C)c(=O)n1N(C)c1ncc(C(F)(F)F)cc1Cl | nt | -42
CCn1c(COc2ccc(=O)n(-c3ccccc3)n2)n[nH]c1=S | nt | -45
Cc1ccc(NCc2ccc(O)c3ncccc23)cc1C | nt | -10
CCOC(=O)N1CCN(C(=O)c2c(N)no[n+]2[O-])CC1 | nt | -20
CC1CC(C)CN(C(=O)c2ccc(C#N)cc2)C1 (configuration not stated) | nt | -18
COc1ccccc1NS(=O)(=O)c1cc(NC(=O)C2CC2)ccc1N1CCOCC1 | nt | 7
CC1=C(C(=O)c2ccccc2)C(c2ccc(OC(F)F)cc2)NC(=S)N1 (configuration not stated) | nt | 2
Cc1cc(C)cc(NC(=O)C(NCCN2CCOCC2)c2ccccc2)c1 (configuration not stated) | nt | -22
CN(C)S(=O)(=O)c1cccc(NC(=O)COC(=O)/C=C/c2cccs2)c1 | nt | 6
CC(C)CC(C(=O)N1CCOCC1)N1Cc2ccccc2C1=O (configuration not stated) | nt | -20
O=c1cc(-c2ccccc2)oc2cc(OCc3ccccc3)cc(O)c12 | nt | -27
CCOC(=O)N1CCN(C(=S)NC(=O)C23CC4CC(CC(C4)C2)C3)CC1 | nt | -9
NC1=NN=C(N2N=C(c3ccc(Br)cc3)CC2(O)C(F)(F)F)n2ncnc2C1 (configuration not stated) | nt | 10
COc1ccc(CNC(=O)c2cccc(NC(=O)c3ccccc3)c2)cc1 | nt | -32
O=C(O/N=C1/CCCc2occc21)c1ccc(F)cc1 | nt | -15
Cc1ccc(NC(=S)N2CCN(S(=O)(=O)c3c(F)cccc3F)CC2)cc1C | nt | 11

# Carrying on:
SMILES | Phagocyt inh | E-sel TNF inh
O=C(O)/C=C/C(=O)NNC(=O)c1ccc(Cl)cc1Cl | nt | -23
CC(C)C(C(=O)Nc1ccc2c(c1)OCCOCCOCCOCCO2)N1C(=O)c2ccccc2C1=O (configuration not stated) | nt | -8
NS(=O)(=O)c1ccc(CCNC(=O)c2cc(-c3cccs3)nc3ccccc23)cc1 | nt | 42
COc1ccccc1CC(=O)Nc1ccc(Cl)cc1C(=O)O | nt | 19
COc1cc(-c2nnn(CC(=O)NCc3ccccc3)n2)cc(OC)c1OC | nt | -11
CC1CCCCN1C(=O)/C=C/c1ccccc1[N+](=O)[O-] (configuration not stated) | nt | -15
C/C(CS(=O)(=O)c1ccc(Cl)cc1)=N/NC(N)=S | nt | 3
Cn1c(=O)n(C)c2cc(S(=O)(=O)NCC(=O)O)ccc21 | nt | -39
Cc1oc2cc(O)ccc2c(=O)c1-c1ccccc1 | nt | -14
Cc1ccc(OC/C(=N\O)C(C)(C)C)c([N+](=O)[O-])c1 | nt | -21
CC(=O)Nc1ccc(C2=NNC(=Nc3cccc(S(=O)(=O)N(C)C)c3)SC2)cc1 | nt | -2
CCOC(=O)c1ccc(NC(=S)NN)cc1 | nt | -10
Cc1ccc(S(=O)(=O)NN2C(=O)c3ccccc3NC2c2ccccc2)cc1 (configuration not stated) | nt | 15
O=C(NCc1ccco1)C1CCC(N2C(=O)C3C4CCC(C4)C3C2=O)CC1 (configuration not stated) | nt | -14
Cc1c(-n2c(SCC(=O)NC(C)C)nc3ccccc3c2=O)c(=O)n(-c2ccccc2)n1C | nt | 9
N=c1sccn1CC(=O)Nc1cc(Cl)ccc1[N+](=O)[O-] | nt | -8
Cc1cc(NCc2ccncc2)ccc1Br | nt | 21
Cc1ccc2c(c1)c(C1=NC(=S)NC1=O)c(O)n2C | nt | 3
CCN(C(=O)COC(=O)c1cn(-c2ccccc2)nc1-c1ccccc1)C1CCS(=O)(=O)C1 (configuration not stated) | nt | -8
O=[N+]([O-])c1ccc(N2CCN(C(=S)Nc3ccc(F)cc3)CC2)cc1 | nt | -6
CCOC(=O)C1(Cc2ccccc2C)CCCN(C(=O)CCc2cccnc2)C1 (configuration not stated) | nt | 5
CCOC(=O)C1CNc2cc(S(=O)(=O)CC)ccc2O1 (configuration not stated) | nt | -25
NS(=O)(=O)c1ccc(NC(=O)c2cc(Cl)ccc2Cl)cc1 | nt | -17
CC(=O)Nc1nnc(CCS(=O)(=O)c2ccc(C)c(C)c2)s1 | nt | -20
COC(=O)C1CCN(CC(=O)Nc2ccccc2Sc2ccccc2)CC1 | nt | 41
CCOC(=O)CSc1nc(-c2ccccn2)ncc1OC | nt | -17
CCCn1c(=S)[nH]c2ccc(C(F)(F)F)cc21 | nt | -19
O=[N+]([O-])c1cccc(Cl)c1CSc1ccccn1 | nt | -86
O=C(COC(=O)c1ncc(Cl)c(Cl)c1Cl)NC(=O)NCc1ccccc1 | nt | -21
c1ccc2[nH]c(C3CC3)nc2c1 | nt | -50
Cc1ccccc1NC1=C(Cl)C(=O)OC1OC(=O)c1ccccc1C (configuration not stated) | nt | -24
COc1ccc(N(CC(=O)NCCSCc2ccco2)S(=O)(=O)c2ccccc2)cc1 | nt | -28
Cc1ccc(CN2CCC(c3cc(-c4cccs4)n[nH]3)CC2)cc1 | nt | -9
CCn1nnnc1NC(=O)c1ccc2ccccc2c1 | nt | -20
COc1cc(/C=C/C(=O)OCC(=O)NC(=O)NC(C)C)cc(OC)c1OC | nt | -4
Cc1ccc(-n2ncc3c(SCC(=O)Nc4cc(C)on4)ncnc32)c(C)c1 | nt | -3
Cc1cccc(C(=O)NC(C(=O)Nc2ccccc2N2CCOCC2)C(C)C)c1 (configuration not stated) | nt | 19
CCN(CC)c1ccc2c(O)cc(=O)oc2c1 | nt | 36
C/C(=N\OC(=O)C1CC1)C1CC1c1ccc(F)cc1 (configuration not stated) | nt | -10
CC(C)OC(=O)CSc1nnc(CNc2ccc(Cl)cc2)n1C | nt | 6
O=C(NCC1CCCN(C(=O)NCc2ccccc2)C1)c1ccc2c(c1)OCO2 (configuration not stated) | nt | -38
Nc1nonc1C(=O)N/N=C/c1ccc(-c2cccc(C(=O)O)c2)o1 | nt | -11
COc1cccc(C(=O)N[C@@H](CCSC)c2nc3ccccc3[nH]2)c1 | nt | 3
Cc1ccsc1/C=N/NC(=O)C(N)=O | nt | -23
COc1ccc(C)cc1NC(=O)C1CCN(C(=O)Cc2ccccc2)CC1 | nt | -11
CCC(C)(C)NC(=O)C(c1ccc(C)cc1)N(CCN1CCOCC1)C(=O)CNC(=O)c1cccs1 (configuration not stated) | nt | 7
COc1ccc(CCNC(=O)COC(=O)c2ccc(N3CCCC3=O)cc2)cc1 | nt | -3
Cc1cccc(C(=O)OC(C)CN2CCN(C)CC2)c1 (configuration not stated) | nt | 29
CS(=O)(=O)N1CCN(c2ccc([N+](=O)[O-])cc2F)CC1 | nt | -1
FC(F)(F)c1nnc2ccc(NCc3ccccc3)nn12 | nt | 26
O=C(Nc1nc(-c2ccc(Cl)s2)cs1)c1ccco1 | nt | -43
Cc1ccsc1/C=C1\CCC(C2CCCC2)C1=O (configuration not stated) | nt | -12
NC(=S)n1[nH]c(-c2ccc([N+](=O)[O-])cc2)c(N=Nc2cccc([N+](=O)[O-])c2)c1=O | nt | -23
O=C(NCC1CCCO1)c1ccc(CNS(=O)(=O)c2ccc(F)c(Cl)c2)cc1 (configuration not stated) | nt | -17
C=CCNC(=S)N1CCOCC1 | nt | -47
COc1ccc(-c2nc(CN3CCN(c4ncnc5ccccc45)CC3)c(C)o2)c(OC)c1 | nt | 13
COc1ccccc1NC(=O)NCCN1CCN(C(=O)Nc2ccccc2OC)CC1 | nt | -14
CC(C)[C@H](NC(=O)c1ccc(F)cc1)C(=O)NC1=NCCS1 | nt | -1
COc1cccc(-c2n[nH]c3c2CCC3)c1 | nt | -21
Cc1cc(N2CCCC2)nc2ccc(NC(=S)NCCCN3CCC(C)CC3)cc12 | nt | -2

# 3 entries from above, with two lines to a compound:
# Results follow in this order: Phagocyt inh, E-sel TNF inh
- Cc1ccc(CN2CCC(c3cc(-c4cccs4)n[nH]3)CC2)cc1
→ nt, -9
- CCn1nnnc1NC(=O)c1ccc2ccccc2c1
→ nt, -20
- COc1cc(/C=C/C(=O)OCC(=O)NC(=O)NC(C)C)cc(OC)c1OC
→ nt, -4

# The list goes on:
SMILES | Phagocyt inh | E-sel TNF inh
CCOc1ccc(NC(=S)N(CCN2CCOCC2)Cc2ccc3c(c2)CCCN3CC)cc1 | nt | 5
O=C(NNC(=O)C1CC=CCC1C(=O)O)c1ccc(Cl)cc1 (configuration not stated) | nt | 11
CC(=O)c1cccc(NC(=O)COC(=O)COc2ccc(Cl)cc2)c1 | nt | 28
O=S(=O)(Nc1ccc(Cl)cc1)c1ccc(N2CCOCC2)c(NC(=S)NC2CC2)c1 | nt | 6
CCc1ccc(NC(=S)/N=C(\N)Nc2nc(C)c3cc(CC)ccc3n2)cc1 | nt | -6
Nc1ncnc2c1ncn2Cc1ccccc1 | nt | -8
CN(C)/C=C/C(=O)c1ccc(-n2cccc2)cc1 | nt | -20
O=C(CCN1C(=O)c2cccc3cccc(c23)C1=O)NCc1ccco1 | nt | -26
Fc1cccc(Cc2noc(CN3CCN(C4CCc5ccccc5C4)CC3)n2)c1 (configuration not stated) | nt | -10
CCOc1c(O)ccc(/C=C2\SC(=S)NC2=O)c1[N+](=O)[O-] | nt | 16
